# High-throughput results (PubChem)
# RXFP1 agonist: activates the human relaxin receptor RXFP1; Q9HBX9; HEK293T-RXFP1 cAMP TR-FRET, 30 min; response scale: percent of porcine relaxin response, buffer zero; Potency, µM (series often up to 57.5 µM), for inactives: at the top dose activation, most hits filed as activators; hit rate 0.3% among 370,000; AID 2676; also: potency is read from the fitted curve at half-maximal effect; % is scaled to controls: 0 for no effect and ±100 for the full control effect; nearly all actives have a fitted effect of over 60% in size; many of its hits are not listed in these tables
#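 HEK293 cells stably expressing RXFP1, treated 30 min at 37C with compounds plus PDE4 inhibitor Ro 20174; cAMP measured by HTRF TR-FRET. Normalized to buffer and 29 nM porcine relaxin; EC50 by Hill fit.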
# Vif-APOBEC3F blk: blocks the Vif interaction with APOBEC3F | HeLa A3F-eYFP + Vif (tagged APOBEC3F with the HIV-1 protein that degrades it), YFP fluorescence increase | Potency, µM (doses to about 46.1 µM), inactives show at the highest dose activity, negative = active | hit rate 0.2% among 390,000 | AID 602313; also: potency is read from the fitted curve at half-maximal effect; % of control where 0% means no effect; nearly all actives have a fitted effect of over 65% in size
#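 HeLa cells stably expressing Vif plus C-terminally eYFP-tagged A3F were seeded, incubated overnight at 37 deg C, dosed with compound, incubated overnight again at 37 deg C. Yellow fluorescence (Ex 488/Em 500-530) reported blocked Vif-mediated A3F-eYFP degradation.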
# D2 potentiator: positively modulates the human D2 dopamine receptor allosterically | P14416 | HEK293 T-REx D2, calcium flux, EC20 dopamine potentiation | potentiation, % at 10 µM | hit rate 0.34% among 340,000 | AID 485347;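 active = potentiation over 3 SD above the plate norm, cut at about 30% in these data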; also: 0% is about no effect
#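 Potentiation of an EC20 dopamine calcium response measured kinetically over 180 s, after a preceding 180 s compound-only read flagging agonists. Cells: inducible Hek293 Trex D2 line, 4000/well, cultured overnight at 30 C before dye loading.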
# D1 potentiator: enhances dopamine response at the human D1 receptor; P21728; HEK293 TREx D1 cells, calcium flux, dopamine EC20 potentiation; potentiation, % at 10 µM; hit rate 0.036% among 360,000; in the data active = potentiation above about 30%; also: 0% is about no effect
# Target sequence (P21728 whole entry, looked up): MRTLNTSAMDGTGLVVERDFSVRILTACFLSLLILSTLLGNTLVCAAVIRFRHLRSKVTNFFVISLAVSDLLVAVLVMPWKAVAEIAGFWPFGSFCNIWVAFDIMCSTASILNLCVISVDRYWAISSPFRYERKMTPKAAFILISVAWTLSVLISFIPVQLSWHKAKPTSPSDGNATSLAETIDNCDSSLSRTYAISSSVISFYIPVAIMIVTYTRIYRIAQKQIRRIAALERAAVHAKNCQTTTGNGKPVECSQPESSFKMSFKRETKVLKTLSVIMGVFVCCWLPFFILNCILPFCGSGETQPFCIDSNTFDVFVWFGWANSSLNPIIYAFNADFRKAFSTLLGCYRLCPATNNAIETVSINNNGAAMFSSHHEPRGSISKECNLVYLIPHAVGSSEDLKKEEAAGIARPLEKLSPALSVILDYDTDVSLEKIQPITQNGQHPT
# LDHA inh: LDHA (human) enzyme inhibition. purified LDHA, NADH/diaphorase-resazurin fluorescence; hits give low values. activity change, % (values are at about 110 or 230 µM). hit rate 0.15% among 480,000. P00338; in the data active = activity change below about -30%;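 also: plate controls were DMSO wells for no effect and wells without enzyme for full effect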
#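 Human LDH5 at 2 nM final in Tris HCl pH 7.4 with 0.06 mM NADH and 0.2 mM pyruvate, reacted 5 minutes at room temperature. Remaining NADH coupled via diaphorase/resazurin; resorufin fluorescence read at 0 and 20 minutes, normalized to enzyme-free and DMSO wells.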
# D1 agonist: agonists of human D1 dopamine receptor; P21728; HEK293 T-REx D1 cells, calcium flux, agonist mode; activation, % at 2 µM; hit rate 1% among 360,000; AID 504660; in the data active = activation above about 30%; also: 0% is about no effect
#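 Agonism was scored from calcium flux recorded over 180 s (1 read/s) after pintool compound addition, following a 10-cycle baseline. Cells were inducible force-coupled HEK293 TREx D1, plated overnight at 30 C and loaded with no-wash calcium dye.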
# D1 antagonist: antagonists of human D1 dopamine receptor; HEK293 TREx D1 cells, calcium flux, dopamine EC80; hits give low values; P21728; activity change, negative = inhibition, % at 10 µM; hit rate 3.2% among 360,000; AID 504652; in the data active = activity change below about -30%; also: % is scaled to controls: 0 for no effect and ±100 for the full control effect
#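 Inducible Hek293 Trex D1 cells (tetracycline, overnight, 30 C). Calcium dye 30–90 min RT. Antagonist mode: EC80 dopamine added after 180 s compound read.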
# Vif-APOBEC3G blk: Vif-A3G binding inhibition; Q9HC16; HeLa A3G-eYFP + Vif (tagged APOBEC3G with the HIV-1 protein that degrades it), YFP fluorescence, overnight; Potency, µM (series often up to 46.1 µM), inactives show at the highest dose activity, negative = active, hits mostly inhibitors; hit rate 0.076% among 410,000; AID 602310;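 also: potency is read from the fitted curve at half-maximal effect; % is scaled to controls: 0 for no effect and ±100 for the full control effect; nearly all actives have a fitted effect of over 60% in size; hits raise eYFP signal because A3G escapes Vif-driven loss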
# Target sequence (Q9HC16 whole entry, looked up): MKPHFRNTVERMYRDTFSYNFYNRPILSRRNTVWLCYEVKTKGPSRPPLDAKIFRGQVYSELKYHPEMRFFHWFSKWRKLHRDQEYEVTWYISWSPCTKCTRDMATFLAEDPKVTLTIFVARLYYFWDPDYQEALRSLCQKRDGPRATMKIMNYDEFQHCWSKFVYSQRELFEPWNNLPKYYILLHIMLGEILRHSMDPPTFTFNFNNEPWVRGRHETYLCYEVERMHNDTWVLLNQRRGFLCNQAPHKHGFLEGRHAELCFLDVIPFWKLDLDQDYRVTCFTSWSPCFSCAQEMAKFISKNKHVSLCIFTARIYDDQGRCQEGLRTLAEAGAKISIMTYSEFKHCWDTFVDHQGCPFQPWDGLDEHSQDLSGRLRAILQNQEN
#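 Read-out is eYFP fluorescence (Ex 488/Em 500-530) from Vif-expressing HeLa A3G-eYFP cells; more signal means A3G escaped Vif-mediated degradation. Cells plated overnight, compound pinned in, incubated overnight at 37 deg C.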
# Glioma ERSR ind: inducers of ER stress response in human glioma cells | U87-MG GRP78 promoter luciferase reporter, 16 h | Potency, µM, for inactives: at the highest dose activation, actives largely listed as activators | hit rate 0.02% among 420,000; also: potency is read from the fitted curve at half-maximal effect; series mostly up to about 76 µM; % of control where 0% means no effect; nearly all actives have a fitted effect of over 35% in size
#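 ERSR induction read as luciferase luminescence (Bright-Glo, 10 min at room temperature) in stably transfected human U87-MG glioma cells exposed to compounds for 16 h, using GRP78 as sensor.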
# * hit, by the source's call; . = no result given; & = joins results of further samples. Unless noted, calls follow the shape of the dose curve; as a rule, active = well fitted curve in the direction sought with a large enough effect; inconclusive = small, poorly fitted or top-dose-only effect, or another doubt; inactive = no such curve, though single readings can be large; an effect the other way counts as inactive or inconclusive.
SMILES,RXFP1 agonist,Vif-APOBEC3F blk,D2 potentiator,D1 potentiator,LDHA inh,D1 agonist,D1 antagonist,Vif-APOBEC3G blk,Glioma ERSR ind
Cc1c(Cc2ccccc2)c(=O)oc2cc(OCC(N)=O)ccc12,3.2%,0.0%,.,-1.6,-1.2,10.0,5.4,1.2%,-4.1%
COc1cc(/C=N/NC(=O)C23CC4CC(CC(C4)C2)C3)cc(Br)c1O,1.0%,13.8%,-15.2,-4.0,-1.7,1.0,22.0,0.0%,-1.6%
COc1ccc(NC(=O)CN(C)C(=O)c2cc(S(=O)(=O)N3CCCCCC3)ccc2OC)cc1,0.3%,-11.8%,-12.9,0.1,-12.5,0.5,-4.9,0.3%,-0.4%
CCOC(=O)C1CCN(C(=O)c2cccc(S(=O)(=O)N3CCc4ccccc43)c2)CC1,-0.9%,-8.2%,-0.5,-4.0,-0.1,2.0,6.3,0.6%,-3.4%
CC1=C(C)C(=O)N(c2ccc(C(=O)O)cc2)C1=O,6.6%,.,20.8,-2.0,-3.5,4.5,-6.5,2.1%,0.1%
O=C1CCC(C(=O)Nc2ccc(Cl)cc2)N1 (centres undefined),-0.2%,12.3%,10.9,3.7,-1.6,5.2,-11.7,0.2%,-1.5%
CC(C)(C)c1ccc(OCC(=O)N(Cc2cccs2)C2CCS(=O)(=O)C2)cc1 (centres undefined),3.6%,0.7%,-0.9,4.1,0.2,7.0,29.7,0.2%,-3.5%
CC[C@H](CO)Nc1nc(Nc2cccc(Cl)c2)c2ncn(C(C)C)c2n1,-2.8%,4.0%,3.3,2.6,2.8,-0.8,-21.0,-13.4%,-5.4%
Fc1ccccc1N1CCN(Cc2nc(-c3ccccc3)no2)CC1,-1.2%,0.1%,-7.1,5.8,4.9,0.3,-19.0,3.3%,-0.1%
COc1ccc(OC)c(/C=N/NC(=O)c2c(C)nc3ccc(C)cn23)c1,-1.5%,-16.8%,2.3,-0.2,-2.1,1.9,2.6,-21.2%,1.3%
Cc1csc(NC(=O)C2CCN(S(=O)(=O)c3cccs3)CC2)n1,0.3%,-13.3%,0.0,-9.9,-2.4,13.0,-2.8,-0.7%,-0.3%
O=C(c1ccccc1NS(=O)(=O)c1cccs1)N1CCOCC1,-0.1%,-0.2%,19.3,9.9,0.3,0.0,5.8,-0.2%,-4.2%
O=C(COc1ccc(S(=O)(=O)NC2CCCCC2)cc1)Nc1ccc(C(F)(F)F)cc1,6.3%,1.6%,-10.8,-6.8,-6.8,12.0,7.7,4.3%,-3.8%
O=C(Cc1ccccc1)Nc1c(C(=O)N2CCCCCC2)cnn1-c1ccccc1,0.3%,4.3%,5.0,-2.9,-4.7,0.3,13.7,0.1%,-3.3%
COc1cccc(CNC(=O)CN(c2ccc(C(C)C)cc2)S(=O)(=O)c2c(C)noc2C)c1,0.0%&-1.0%,-2.6%&-6.3%,-9.9&-1.4,-7.2&2.2,-7.0&-12.4,8.5&5.5,-25.0&-17.5,-4.7%&-2.7%,-6.0%&-0.3%
Cc1cc(OCC(=O)OCC(=O)NC2CCCCC2C)ccc1Cl (centres undefined),-0.2%,-2.8%,-0.2,-8.5,-9.3,5.4,-31.8*,0.4%,-5.2%
O=C(CSc1nc2c(c(=O)n1-c1ccc(Cl)cc1)SCC2)N1CCOCC1,-0.3%,-2.2%,-1.4,2.1,0.2,1.5,-8.9,3.7%,-0.2%
CC(C)N(CC#CCC1(O)c2ccccc2-c2ccccc21)CCO,-1.8%,-3.0%,1.5,-0.8,8.2,2.6,5.4,-1.6%,-3.1%
Cc1ccc(S(=O)(=O)N2CCCCC2C(=O)N2CCN(C)CC2)cc1 (centres undefined),-1.2%,3.4%,-2.5,0.9,2.2,-3.0,1.2,-6.9%,-4.6%
COc1ccc(N2CCN(C(c3nnnn3CCc3ccccc3)C(C)C)CC2)cc1 (centres undefined),-0.6%,.,0.6,-0.2,0.3,1.2,0.7,-0.5%,-2.7%

# An excerpt from above with just LDHA inh and RXFP1 agonist.
molecule,LDHA inh,RXFP1 agonist
COc1ccc(NC(=O)CN(C)C(=O)c2cc(S(=O)(=O)N3CCCCCC3)ccc2OC)cc1,-12.5,0.3%
CCOC(=O)C1CCN(C(=O)c2cccc(S(=O)(=O)N3CCc4ccccc43)c2)CC1,-0.1,-0.9%

# Continued.
SMILES,RXFP1 agonist,Vif-APOBEC3F blk,D2 potentiator,D1 potentiator,LDHA inh,D1 agonist,D1 antagonist,Vif-APOBEC3G blk,Glioma ERSR ind
Cc1ccc(CSc2nnc(Cn3c(=O)sc4ccccc43)n2C)cc1,0.8%,0.9%,.,-1.4,-1.2,1.1,4.1,-3.4%,-1.2%
CCn1c(=O)[nH]c2cc(C(=O)Nc3cc(C)cc(C)c3)ccc2c1=O,0.6%,7.1%,4.4,-2.8,-6.3,7.7,-20.8,0.2%,-3.4%
Cc1ccc2c(c1)N(CC(=O)N(Cc1ccc3c(c1)OCO3)CC1CCCO1)C(=O)C(C)O2 (centres undefined),0.8%,-5.6%,-4.4,-10.6,2.1,3.8,-13.7,-5.3%,-3.0%
CCOC(=O)C1=C(C(F)(F)F)Nc2ncnn2C1c1ccc(OC)c(OC)c1OC (centres undefined),-0.7%,3.6%,14.2,-0.9,-1.6,3.5,-1.1,-0.1%,-2.8%
COc1ccc(-c2nnc(N(C)C(=O)C3CCOC3)s2)cc1 (centres undefined),.,-12.5%,.,.,-2.7,.,.,1.0%,-1.9%
Cc1c(Cl)cccc1NC(=O)CC1NCCNC1=O (centres undefined),-2.8%,1.7%,8.1,1.6,0.1,3.2,13.7,-7.3%,-5.5%
CCOc1ccc(C(=O)N2CCC(c3nc(-c4ccc(S(=O)(=O)N5CCCC5)cc4)no3)CC2)cc1,1.9%,-2.4%,9.8,-0.9,-6.5,-0.3,-22.2,2.1%,-2.2%
CCCC1Cc2c(sc(NC(=S)NC(=O)c3ccccc3)c2C#N)CO1 (centres undefined),0.7%,.,1.0,3.5,.,1.1,4.3,.,.
CCOC(=O)c1cnc2c(Cl)cccc2c1NCCN(C)C,-1.5%,-29.6%,-12.1,-15.0,1.8,2.5,-5.5,0.3%,-6.1%
NC(=O)c1c(NC(=O)c2ccccc2)sc2c1CCc1ccccc1-2,8.2%,1.6%,7.8,-3.3,7.9,0.8,3.6,-2.0%,4.7%
COc1ccccc1N1CCN(C(=O)CN(C)S(=O)(=O)c2ccc(C)cc2)CC1,.,1.3%,.,.,-10.3,.,.,1.2%,-4.7%
COC(=O)COc1ccc(C2NC(=O)NC(c3ccccc3)=C2C(C)=O)cc1Br (centres undefined),0.7%,-1.6%,7.3,-8.6,-5.4,2.6,-0.6,1.5%,-13.1%
Cc1cccc(NC(=O)CN(C)S(=O)(=O)c2cccc3cccnc23)c1,0.6%,-11.9%,9.7,.,-2.3,-0.1,7.6,-0.5%,-4.3%
O=C1c2ccccc2C(=O)N1CC#CCN1CCN(C2CCCCC2)CC1,3.5%,0.0%,-14.3,-5.5,1.2,-0.1,-5.3,-5.3%,-6.5%
Cc1ccc(SCC(=O)NC(=O)NC2CCCC2)c(C)c1,1.4%,-3.6%,2.6,-4.4,-5.7,6.9,-16.6,-5.8%,0.2%
COc1ccc(OC)c(/C=N/NC(=O)CCCC(=O)Nc2cccc(Br)c2)c1,0.8%,-0.5%,-4.4,-6.7,-1.9,0.9,-2.1,0.4%,-1.2%
COc1ccc(CN(C)C(C)C(=O)NC2CCCc3ccccc32)cc1 (centres undefined),-3.8%,-0.5%,-11.6,-1.6,-3.5,4.5,-4.9,-23.9%,-2.7%
COc1ccc(NC(=O)COc2ccc3c(c2)OCO3)cc1,0.7%,0.1%,-9.1,5.6,10.5,2.7,-9.1,-2.9%,1.0%
Cc1ccc2nc(SCC(=O)NCCc3ccccc3)nc(=O)n2c1,10.7%,-19.2%,2.6,-1.4,-8.0,1.1,6.2,0.8%,-2.5%
Cc1csc(NC(=O)c2c(-c3ccccc3)noc2C)n1,-0.7%,11.7%,-8.2,-1.6,-6.2,-0.1,5.4,-4.5%,-2.2%
COc1ccc(Nc2ncc(C(=O)N3CCN(c4ccc(F)cc4)CC3)c3ccccc23)cc1,2.4%&3.7%,-2.5%&6.1%,19.5&5.5,-0.8&-4.2,3.8&0.3,-2.0&0.5,-9.9&-7.4,-1.4%&2.4%,-2.4%&-0.7%
CC(C)CSc1nc2c(c(=O)[nH]c(=O)n2C)n1CC(O)COc1cccc2ccccc12 (centres undefined),3.4%,-18.6%,6.3,7.1,15.9,2.1,-25.2,2.8%,-2.5%
NS(=O)(=O)c1ccc(NC(=S)NC2CCCC2)cc1,-0.8%,1.4%,-0.2,2.4,-4.2,3.7,-5.9,-0.5%,-1.9%
CC1(C)CC(=O)C=C(NNC(=O)OC(C)(C)C)C1,0.5%,-3.5%,6.5,1.5,-6.5,6.7,0.6,-5.9%,-3.2%
COc1cccc(NC(=O)C2c3cc(OC)c(OC)cc3C(=O)N(C)C2c2cccnc2)c1 (centres undefined),-0.2%,-2.3%,30.1*,-0.3,2.3,6.9,20.6,1.5%,4.4%
COCCNC(=O)c1ccc(Cl)c(S(=O)(=O)Nc2cccc(C)c2C)c1,-1.0%,2.8%,18.1,2.6,-10.2,2.7,-16.1,-5.3%,-5.8%
N#CC1(NC(=O)CSc2nnc(Nc3ccccc3F)s2)CCCC1,0.5%,4.9%,0.2,.,-4.4,5.0,6.4,-5.3%,3.4%
Cc1ccc2oc(-c3ccccc3C(=O)O)cc(=O)c2c1,1.6%,8.3%,-1.8,-6.8,-8.4,2.2,-1.5,0.0%,-7.4%
C/C(N)=C(/C#N)C(=O)COC(=O)C1CCN(C(=O)c2ccc(Cl)cc2)CC1,-0.1%,2.0%,-2.5,-4.5,-8.3,1.3,-18.4,0.9%,7.9%
Cc1ccc(Cl)cc1OCC(=O)NCCOC(=O)Nc1sc(=S)n(C)c1C,0.7%,-8.4%,-8.7,-9.1,-2.8,1.5,-15.1,-9.7%,0.2%
COc1cc(OC)cc(C(=O)Nc2cc(-c3nc4cccnc4s3)ccc2C)c1,5.2%,-7.3%,-11.3,6.0,-1.1,1.9,12.7,-0.1%,-3.5%

# This is a subset (hit frequency here may not be typical).
